Screening data as filed in PubChem.
GAA inhib: alpha-glucosidase (human) inhibition | P10253 | purified human GAA, 4-MU-alpha-glucoside fluorescence | Potency, µM (top dose mostly 76.9 µM), inactives show at the top dose activity change, negative = inhibition, hits mostly inhibitors | hit rate 0.005% among 200,000;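 further: potency means the concentration at half of the fitted maximal effect; plate controls were uninhibited enzyme wells for no effect and no-enzyme background for full effect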
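Enzyme (4 nM final) mixed with compound (up to 77 uM), then 4-MU-alpha-D-pyranoside (400 uM final) added; 20 min at room temperature, pH 5.0. Reaction stopped at pH 10, fluorescence read, AC50 derived by Hill fit.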
GAA glycogen mod: alters human alpha-glucosidase cleavage of glycogen | recombinant GAA, glycogen substrate, Amplex Red glucose oxidase fluorescence | Potency, µM (highest dose often 76.4 µM), for the others: at the top dose activity change, negative = inhibition, most hits filed as inhibitors | hit rate 0.38% among 300,000;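 further: potency means the concentration at half of the fitted maximal effect; 0% = full enzyme reaction and -100% = no-enzyme basal signal; the screen sought inhibitors and activators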
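qHTS, 1536-well; enzyme 4 nM final; cpd up to 77 uM; substrate bovine liver glycogen 30 ug; 50 mM citrate/phosphate pH 5.0, 0.01% Tween-20; 37 C, 40 min; Amplex Red detection 45 min RT; Hill fit → AC50.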
HTT cytoprotect: Huntington cell model cytoprotection by ATP luminescence; Potency, µM (titrated, usually from 56.4 µM), for inactives: cytoprotection (ATP increase), most hits filed as activators; hit rate 0.14% among 230,000; PC12 HTT-Q103 induced, cytoprotection, ATP luminescence, 40 h;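 further: potency means the concentration at half of the fitted maximal effect; % of control where 0% means no effect; nearly all actives have a fitted effect of over 45% in size; toxic huntingtin expression switched on by the ecdysone agonist tebufenozide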
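Compounds added alongside 100 nM tebufenozide, which induces toxic Q103 huntingtin exon 1-GFP in stable PC12 cells; surviving cells quantified by luminescent ATP measurement. Medium: phenol red-free DMEM, 5% equine and 5% calf serum.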
HTT aggregate: inhibitors of mutant huntingtin aggregate formation in PC12 cells. PC12 HttQ103-GFP aggregates, Acumen cytometry, 40 h. Potency, µM (titrated, usually from 46.1 µM), for inactives: top-dose activity change, negative = inhibition, actives largely listed as inhibitors. hit rate 1.1% among 220,000. AID 1688; further: potency means the concentration at half of the fitted maximal effect; on the % scale 0 is the no-effect control and ±100 the full control effect; nearly all actives have a fitted effect of over 60% in size
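Using laser scanning cytometry, GFP-positive aggregates were counted after lysis of PC12 cells induced with 100 nM tebufenozide to express HTT exon 1 Q103–GFP. Compounds were tested in titration.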
LMNA splice mod: modulators of lamin A splicing. Potency, µM (highest dose often 46.1 µM), without a hit: top-dose ratio change, negative = inhibition, most hits filed as inhibitors. HeLa LMNA splicing GFP/RFP minigene ratio, 48 h. hit rate 0.01% among 200,000; active means well fitted inhibition curve with a large enough effect in the signal ratio, with a control signal flat, not every such curve was filed as active; inconclusive means small, poorly fitted or top-dose-only effect, or effect the other way, or a change in a side signal; the % refers to the signal ratio; further: potency means the concentration at half of the fitted maximal effect; on the % scale 0 is the no-effect control and ±100 the full control effect
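S3 HeLa stable clones carrying a lamin A-EGFP splicing minigene plus DsRed2 were seeded at 600 cells/well in Opti-MEM with 2% FBS, pin-dosed and incubated 48 h at 37°C. Acumen cytometry (488 nm) gave the GFP/RFP total-intensity ratio.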
aGlu spleen mod: lysosomal alpha-glucosidase (human) modulation | P10253 | human spleen homogenate, 4-MU-alpha-glucoside fluorescence | Potency, µM (top dose mostly 79.9 µM), for inactives: at the highest dose activity change, negative = inhibition, most hits filed as inhibitors | hit rate 0.006% among 240,000;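 further: potency means the concentration at half of the fitted maximal effect; 0% = enzyme with vehicle and -100% = no enzyme basal signal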
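Human spleen homogenate (1 ug) incubated with compounds and 1 mM 4-methylumbelliferyl-alpha-D-glucopyranoside in pH 5.0 citrate/phosphate buffer, 37 C, 40 min. Stopped at pH 10; 4-MU fluorescence (Ex 365/Em 440 nm); AC50 by Hill fit.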
CBFb-RUNX1 inh: inhibitors of human CBF-beta and RUNX1 interaction; Potency, µM (series often up to 59.8 µM), without a hit: at the top dose activity, negative = inhibition, most hits filed as inhibitors; AlphaScreen CBFb-His/RUNX1-biotin binding, biochemical; 230,000 tested, under 10 active; Q01196+Q13951; AID 1477; further: % of control where 0% means no effect
Target sequence (Q01196 whole entry, looked up): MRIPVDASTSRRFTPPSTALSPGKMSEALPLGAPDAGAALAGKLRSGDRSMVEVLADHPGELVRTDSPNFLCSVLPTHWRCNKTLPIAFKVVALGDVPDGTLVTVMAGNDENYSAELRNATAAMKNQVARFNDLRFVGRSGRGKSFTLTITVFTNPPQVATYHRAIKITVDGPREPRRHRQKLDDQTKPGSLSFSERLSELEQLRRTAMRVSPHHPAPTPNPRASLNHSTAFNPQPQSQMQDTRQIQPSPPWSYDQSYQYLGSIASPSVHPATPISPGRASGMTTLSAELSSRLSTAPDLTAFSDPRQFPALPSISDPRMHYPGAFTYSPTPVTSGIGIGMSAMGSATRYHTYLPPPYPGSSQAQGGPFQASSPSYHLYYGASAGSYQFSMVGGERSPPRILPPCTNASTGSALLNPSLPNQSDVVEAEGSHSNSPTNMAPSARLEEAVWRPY
Target sequence (Q13951 whole entry, looked up): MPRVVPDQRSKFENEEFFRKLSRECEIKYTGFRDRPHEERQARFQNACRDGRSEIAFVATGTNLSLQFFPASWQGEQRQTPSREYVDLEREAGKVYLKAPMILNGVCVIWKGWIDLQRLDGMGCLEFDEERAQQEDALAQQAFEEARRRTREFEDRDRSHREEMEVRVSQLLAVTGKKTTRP
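Room-temperature protein-protein interaction test with 30 nM each of His-tagged CBF-beta and biotinylated RUNX1, 15 min with compound, then 90 min with nickel plus streptavidin beads. Signal read in AlphaScreen mode.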
* = called active by the depositor; & = joins results of further samples; [ ] = another dose, or the depositor's remark. Unless noted, the call rests on the fitted dose curve; in most records, active means well fitted curve in the direction sought with a large enough effect; inconclusive means small, poorly fitted or top-dose-only effect, or another doubt; inactive means no such curve, though single readings can be large; an effect the other way counts as inactive or inconclusive.

Screening CCn1c(C)nc2cc(C(=O)n3cc(C(=O)c4ccccc4O)cn3)ccc21 returned GAA inhib -6%, GAA glycogen mod -14%, HTT cytoprotect -32%, HTT aggregate 2%, LMNA splice mod 5%, aGlu spleen mod -12% and CBFb-RUNX1 inh 1%.
Cc1ccc(NC(=O)C(=O)NCCN2CCN(S(C)(=O)=O)CC2)cc1 was read as GAA inhib 9%, GAA glycogen mod 19%, HTT cytoprotect -31%[inhibitor], HTT aggregate 26%[9.22 µM], LMNA splice mod 9%[46 µM], aGlu spleen mod 1% and CBFb-RUNX1 inh -3%.
Screening Cc1ccc(NCc2ccccc2OCc2ccccc2F)cc1 returned GAA inhib -13%, GAA glycogen mod 1%, HTT cytoprotect -32%, HTT aggregate inconclusive, LMNA splice mod inconclusive, aGlu spleen mod -3% and CBFb-RUNX1 inh inconclusive.
Screening NS(=O)(=O)c1ccc(NC(=S)NCc2ccc3c(c2)OCO3)cc1 returned GAA inhib 11%, GAA glycogen mod -4%, HTT cytoprotect 3%[10 µM], HTT aggregate inconclusive, LMNA splice mod 6%[46 µM], aGlu spleen mod 6% and CBFb-RUNX1 inh -1%.
Screening Cc1cc(C(F)(F)F)nn1CC(=O)N1CCCCC1C (stereo not drawn) returned GAA inhib inconclusive, GAA glycogen mod 0%, HTT cytoprotect -13%, HTT aggregate 0%, LMNA splice mod -5%, aGlu spleen mod -4% and CBFb-RUNX1 inh 2%.
CNC(=O)c1ccc(-c2ccc(F)cc2)s1 was read as GAA inhib -5%, GAA glycogen mod -2%, HTT cytoprotect -16%, HTT aggregate 7%, LMNA splice mod -1%, aGlu spleen mod -9% and CBFb-RUNX1 inh 0%.
CCOC(=O)C1CCCN(Cc2nc(CC3CC3)no2)C1 (stereo not drawn) was read as GAA glycogen mod 3%, HTT cytoprotect -7%[10 µM], HTT aggregate -5%[9.22 µM], aGlu spleen mod 4% and CBFb-RUNX1 inh 8%.
Screening CCNc1ccc(N=Nc2c(C)n(C)n(-c3ccccc3)c2=O)cc1 returned GAA inhib inconclusive, GAA glycogen mod -9%, HTT cytoprotect -9%[10 µM], HTT aggregate 3%, LMNA splice mod -2%[46 µM], aGlu spleen mod -6% and CBFb-RUNX1 inh 14%.
Screening Cc1cc(C)c(S(=O)(=O)N(CC(=O)NCc2cccnc2)C2CCCCC2)c(C)c1 returned GAA inhib -4%, GAA glycogen mod 13%, HTT cytoprotect -24%[10 µM], HTT aggregate 4%, LMNA splice mod -1%, aGlu spleen mod -17% and CBFb-RUNX1 inh 5%.
CCC(C)C(NC(=O)c1ccccc1NC(=O)c1ccco1)C(=O)NC1CCCCC1 (stereo not drawn) was read as GAA inhib -2%, GAA glycogen mod 1%, HTT cytoprotect -11%, HTT aggregate 14%, LMNA splice mod 14%, aGlu spleen mod -12% and CBFb-RUNX1 inh 4%.
COc1ccc(Nc2ncnc3sc(-c4ccccc4)cc23)c(OC)c1 was read as GAA glycogen mod -3%, HTT cytoprotect 13%[10 µM], HTT aggregate 0%[9.22 µM], aGlu spleen mod -14% and CBFb-RUNX1 inh inconclusive.
Cc1cccc(NC(=O)CSc2nnc([C@@H](N)Cc3ccccc3)o2)c1C was read as GAA inhib 3%, GAA glycogen mod -2%, HTT cytoprotect 7%, HTT aggregate inconclusive, LMNA splice mod 13%, aGlu spleen mod -6% and CBFb-RUNX1 inh 0%.
Screening Cn1ncc(Cl)c1C(=O)N/N=C/c1cc2c(cc1[N+](=O)[O-])OCO2 returned GAA inhib -2%, GAA glycogen mod -8%, HTT cytoprotect 19%[10 µM], HTT aggregate 16%[9.22 µM], LMNA splice mod 12%[46 µM], aGlu spleen mod -11% and CBFb-RUNX1 inh 3%.
For C=CCn1cn[nH]c1=S the results were GAA inhib -2%, GAA glycogen mod -17%, HTT cytoprotect 9%, HTT aggregate -4%, aGlu spleen mod -1% and CBFb-RUNX1 inh 9%.
Screening COC(=O)Nc1nnc(Cc2ccc(Cl)cc2)s1 returned GAA inhib -1%, GAA glycogen mod 6%, HTT cytoprotect 9%, HTT aggregate 21%, LMNA splice mod -5%, aGlu spleen mod -6% and CBFb-RUNX1 inh 1%.
CCOc1ccc(N2C(=O)C3ON(c4ccccc4)C(c4ccco4)C3C2=O)cc1 (stereo not drawn) was read as GAA inhib -3%, GAA glycogen mod -1%, HTT cytoprotect -11%, HTT aggregate -10%, LMNA splice mod -3%[46 µM], aGlu spleen mod 1% and CBFb-RUNX1 inh -2%.
Nc1ncnc2c1ncn2[C@@H]1O[C@H](CO)[C@@H](O)[C@H]1O was read as GAA inhib 3%[15.4 µM], GAA glycogen mod 5%, HTT cytoprotect 25%[1.9 µM], HTT aggregate 14%&4%, LMNA splice mod -2%&-13%, aGlu spleen mod 2%&13%&-1% and CBFb-RUNX1 inh 8%.
`O=C(NC(Cc1ccccc1)C(=O)NC(Cc1ccccc1)C(=O)O)c1ccccc1` (stereo not drawn) gave GAA inhib 2%, GAA glycogen mod -15%, HTT cytoprotect -36%[inhibitor], HTT aggregate 6%, aGlu spleen mod -12% and CBFb-RUNX1 inh 1%.
`CC(=O)COc1ccc2c(C)c(-c3ccccc3)c(=O)oc2c1` gave GAA inhib 3%, GAA glycogen mod -5%, HTT cytoprotect -92%[inhibitor], HTT aggregate 0% and CBFb-RUNX1 inh 13%.
For CCOc1ccc(C(C)NC(=O)c2cccc(F)c2)cc1 (stereo not drawn) the results were GAA inhib -12%, GAA glycogen mod 10%, HTT cytoprotect 34%[10 µM], HTT aggregate -19%, LMNA splice mod inconclusive, aGlu spleen mod 1% and CBFb-RUNX1 inh -12%.
For O=C(CNC(=O)/C(=C\c1ccc(Br)cc1)NC(=O)c1ccccc1)OCc1ccccc1 the results were GAA inhib -6%, GAA glycogen mod 9%, HTT cytoprotect -3%[10 µM], HTT aggregate -5%, LMNA splice mod -9%, aGlu spleen mod 3% and CBFb-RUNX1 inh 4%.
Screening COC(=O)c1ccccc1NC(=O)c1cnn2c(C)cc(C)nc12 returned GAA inhib 12%, GAA glycogen mod 15%, HTT cytoprotect -5%[10 µM], HTT aggregate -1%[9.22 µM], LMNA splice mod -6%[46 µM], aGlu spleen mod 4% and CBFb-RUNX1 inh 8%.
COCCn1cnc2c1c(=O)n(CC(=O)OCC(=O)NCC(F)(F)F)c(=O)n2Cc1ccccc1 was read as GAA inhib 0%, GAA glycogen mod -6%, HTT cytoprotect 30%[10 µM], HTT aggregate inconclusive, LMNA splice mod -10%, aGlu spleen mod -2% and CBFb-RUNX1 inh -4%.
`Cc1ccc(C(=O)NN2C(=O)C3C4C=CC(C5CC45)C3C2=O)cc1` (stereo not drawn) gave GAA inhib 6%, GAA glycogen mod 6%, HTT cytoprotect -14%, HTT aggregate -1%, LMNA splice mod 18%[9.22 µM], aGlu spleen mod 11% and CBFb-RUNX1 inh -3%.
CN(C)S(=O)(=O)c1cccc(NC(=O)COc2cccc(C#N)c2)c1 was read as GAA inhib inconclusive, GAA glycogen mod 10%, HTT cytoprotect 10%[10 µM], HTT aggregate -4%, LMNA splice mod inconclusive, aGlu spleen mod -15% and CBFb-RUNX1 inh -4%.
`CC(NS(=O)(=O)c1ccc(Br)cc1)C(c1cccs1)N1CCOCC1` (stereo not drawn) gave GAA inhib -6%, GAA glycogen mod 5%, HTT aggregate -12%, LMNA splice mod inconclusive, aGlu spleen mod 14% and CBFb-RUNX1 inh 5%[2.36 µM].
For c1ccc(Cn2nnnc2C(c2ccncc2)N2CCOCC2)cc1 (stereo not drawn) the results were GAA inhib 1%, GAA glycogen mod -8%, HTT cytoprotect 15%[10 µM], HTT aggregate -19%, LMNA splice mod 7%, aGlu spleen mod 6% and CBFb-RUNX1 inh 3%.
For O=C(CNS(=O)(=O)c1ccc(Br)s1)N1CCC(N2CCCCC2)CC1 the results were GAA inhib 12%, GAA glycogen mod 7%, HTT cytoprotect 18%, HTT aggregate -7%, LMNA splice mod 9%, aGlu spleen mod -2% and CBFb-RUNX1 inh 1%.
For Cc1cc(C(=O)CSc2nnc(-c3ccc(Cl)cc3)n2C)c(C)n1CC1CCCO1 (stereo not drawn) the results were GAA inhib 13%, GAA glycogen mod 1%, HTT cytoprotect -6%, HTT aggregate 7%, LMNA splice mod -1%, aGlu spleen mod -7% and CBFb-RUNX1 inh -9%.
`C=CCSc1nc2c(sc3nc(C)cc(C)c32)c(=O)[nH]1` gave GAA inhib 1%, GAA glycogen mod -1%, HTT cytoprotect -16%, HTT aggregate 0%, LMNA splice mod -3%, aGlu spleen mod 1% and CBFb-RUNX1 inh 2%.

Fetched by compound from above, 2 records:
Screening COC(=O)c1ccccc1NC(=O)c1cnn2c(C)cc(C)nc12 returned GAA inhib 12%, GAA glycogen mod 15%, HTT cytoprotect -5%[10 µM], HTT aggregate -1%[9.22 µM], LMNA splice mod -6%[46 µM], aGlu spleen mod 4% and CBFb-RUNX1 inh 8%.
For Cc1cc(C(=O)CSc2nnc(-c3ccc(Cl)cc3)n2C)c(C)n1CC1CCCO1 (stereo not drawn) the results were GAA inhib 13%, GAA glycogen mod 1%, HTT cytoprotect -6%, HTT aggregate 7%, LMNA splice mod -1%, aGlu spleen mod -7% and CBFb-RUNX1 inh -9%.

(list continues)
`O=C1CC(NCc2ccccc2F)C(=O)N1c1ccccc1` (stereo not drawn) gave GAA inhib -8%, GAA glycogen mod 2%, HTT cytoprotect 8%, HTT aggregate -9%, LMNA splice mod 7%, aGlu spleen mod -10% and CBFb-RUNX1 inh 1%.
`O=C1CCCN1CCC1CCCCN1Cc1nc(-c2cnccn2)no1` (stereo not drawn) gave GAA glycogen mod 10%, HTT cytoprotect 22%[10 µM], HTT aggregate 14%[9.22 µM], aGlu spleen mod 0% and CBFb-RUNX1 inh 6%.
O=C(CCCN1C(=O)C2CCCCN2C1=O)N1CCN(c2ccc([N+](=O)[O-])cc2)CC1 (stereo not drawn) was read as GAA inhib -2%, GAA glycogen mod 2%, HTT cytoprotect 2%[10 µM], HTT aggregate -25%, LMNA splice mod inconclusive, aGlu spleen mod -3% and CBFb-RUNX1 inh 14%.
`Cc1ccc(Cn2c(NCCCn3ccnc3)nc3c2c(=O)n(C)c(=O)n3C)cc1` gave GAA inhib -3%, GAA glycogen mod 4%, HTT cytoprotect -15%, HTT aggregate -10%, LMNA splice mod 0%, aGlu spleen mod 0% and CBFb-RUNX1 inh 2%.
